Mdm2 ligase inh: blocks human Mdm2 ubiquitin ligase activity; Q00987; cell-based MDM2 ubiquitination luciferase reporter, 2 h; 0 = plate control, 100 = twice control, blank-subtracted; signal enhancement, % at 5 µM; 0.11% of 210,000 active; AID 1230;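 active = signal enhancement of 30% or more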;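 note: luminescence tracks abundance of the self-degrading MDM2-luciferase fusion protein; higher signal means inhibition of MDM2 E3 ligase activity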
Target sequence (Q00987 whole entry, looked up, the tested form may be a part): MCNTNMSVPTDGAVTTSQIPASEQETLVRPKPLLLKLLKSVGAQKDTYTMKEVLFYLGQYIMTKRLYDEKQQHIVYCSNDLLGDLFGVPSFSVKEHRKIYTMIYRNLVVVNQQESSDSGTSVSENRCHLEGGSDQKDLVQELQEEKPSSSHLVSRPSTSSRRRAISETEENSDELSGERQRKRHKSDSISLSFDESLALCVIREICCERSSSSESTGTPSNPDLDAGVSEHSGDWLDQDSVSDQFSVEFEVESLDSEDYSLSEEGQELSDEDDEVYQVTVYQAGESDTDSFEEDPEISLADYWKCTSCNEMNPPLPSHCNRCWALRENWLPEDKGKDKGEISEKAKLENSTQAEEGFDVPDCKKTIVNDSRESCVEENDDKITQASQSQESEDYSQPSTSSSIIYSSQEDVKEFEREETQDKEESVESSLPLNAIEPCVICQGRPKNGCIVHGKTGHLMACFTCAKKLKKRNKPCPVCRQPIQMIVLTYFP
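Assay system: stable mammalian line carrying autodegrading MDM2–luciferase fusion reporter; Input: 2000 cells in each well; Compound dosing: single-point 5 µM; Schedule: 2 h compound exposure at 37 °C; Signal: SteadyLite luciferase luminescence after 15 min room-temperature reagent incubation; Evaluation: % luminescence enhancement versus blank-corrected plate control mean; Benchmarks: plate controls and plate blanks.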
BaF3 parental: parental Ba/F3 viability inhibition as JAK2V617F counter-screen; CellTiter-Glo ATP luminescence; inhibition, % at 5.6 µM; 1.1% of 220,000 active;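 active = inhibition above a per-campaign cutoff, the mean inhibition of all tested compounds plus 3 SD, cut at about 27% in these data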;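 note: 0% = DMSO wells and 100% = JAK Inhibitor I control wells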
eIF4E-4G inh: inhibitors of eIF4E and eIF4G interaction in translation initiation; P63073+Q04637; TR-FRET eIF4E-eIF4GI(517-606) binding, 2 h; inhibition, % at 21.7 µM; 0.37% of 220,000 active; AID 782;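 active = inhibition above about 30%, limit read from the data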;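 note: 0% = full FRET control wells and 100% = background wells lacking eIF4GI fragment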
Ba/F3 V617F tox: reduce viability of Ba/F3 cells dependent on JAK2V617F | Ba/F3 EpoR-JAK2V617F viability, ATP luminescence | inhibition, % at 5.6 µM | 1.1% of 220,000 active;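 active = inhibition above the campaign mean plus 3 SD over all tested compounds, cut at about 24% in these data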;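 note: cytokine-independent growth of Ba/F3 cells driven by EpoR plus mutant JAK2; 0% = DMSO-treated cells and 100% = JAK inhibitor I control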
NPY-Y2 PAM-ag: human NPY-Y2 potentiation or agonism, primary screen; P49146; cells expressing NPY-Y2, potentiator/agonist read-out; activation, % at 3.6 µM; 0.45% of 220,000 active; in the data active = activation above about 27%;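 note: cells stimulated with NPY near EC25 plus isoproterenol at EC100; 0% = vehicle plus submaximal agonist and 100% = vehicle plus saturating agonist; some results beyond the cut were filed as inactive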
Wee1 degr inh: blocks degradation of human Wee1 kinase; P30291; HeLa Luc-Wee1K328M stability, luciferase luminescence; 100% = proteasome inhibitor MG132 effect; reporter increase, % at 5 µM; 1.2% of 220,000 active; AID 1321;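 active = activation above the mean of all tested compounds plus 3 SD, set per screening run, cut at about 8.8% in these data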;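 note: cells exposed to compound for 20 h before luminescence read; 0% = DMSO alone and 100% = MG132 at 30 µM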
PERK inhibitor: human PERK inhibition, primary cell-based screen; Q9NZJ5; inhibition, % at 5.6 µM; CHO PERK-DD fusion, SEAP luminescence translation reporter; 0.17% of 220,000 active;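 active = inhibition above the mean inhibition of all tested compounds plus 3 SD, set separately per screening campaign, cut at about 2.9% in these data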;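 note: PERK kinase domain activated by AP20187 dimerizer at 100 nM; 0% = DMSO with dimerizer and 100% = rapamycin at 8.4 µM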
S1P4 ag: activates the human S1P4 receptor; O95977; S1P4-expressing cell line, agonist reporter assay; activation, % at 4.98 µM; 0.35% of 220,000 active; in the data active = activation above about 11%;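 note: 0% = DMSO vehicle and 100% = reference agonist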
Target sequence (O95977 whole entry, looked up): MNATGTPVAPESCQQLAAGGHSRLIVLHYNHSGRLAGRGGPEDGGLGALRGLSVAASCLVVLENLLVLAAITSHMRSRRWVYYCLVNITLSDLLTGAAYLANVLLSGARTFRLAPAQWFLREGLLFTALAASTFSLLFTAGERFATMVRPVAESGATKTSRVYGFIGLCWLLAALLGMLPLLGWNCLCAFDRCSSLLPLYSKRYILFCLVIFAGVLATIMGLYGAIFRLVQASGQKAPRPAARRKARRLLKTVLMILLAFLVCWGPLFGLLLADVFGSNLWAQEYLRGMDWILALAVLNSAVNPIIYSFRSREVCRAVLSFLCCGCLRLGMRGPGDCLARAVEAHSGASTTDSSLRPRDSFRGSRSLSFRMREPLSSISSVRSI
S1P4 antag: antagonists of human S1P4 receptor. inhibition, % at 4.98 µM. S1P4-expressing cells, antagonist mode, reporter read-out. 0.26% of 220,000 active; in the data active = inhibition above about 29%;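 note: 0% = wells stimulated with agonist and 100% = vehicle wells without agonist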
Starred values were filed as active, the others as inactive; & = joins results of further samples; [ ] = remark or other dose.

Screening COc1ccc(C(=O)NNC(=O)C(=O)NC(C)c2ccccc2)cc1OC (centres undefined) returned Mdm2 ligase inh -6, BaF3 parental 2, eIF4E-4G inh -2, Ba/F3 V617F tox -4, NPY-Y2 PAM-ag 16, Wee1 degr inh -2, PERK inhibitor 1.8, S1P4 ag -0.1 and S1P4 antag -5.
S=c1nc2ccccc2c2nc(-c3cccnc3)[nH]n12 was read as BaF3 parental -1, eIF4E-4G inh -4, Ba/F3 V617F tox -1, NPY-Y2 PAM-ag 0, Wee1 degr inh 2, PERK inhibitor 0.1, S1P4 ag 1.6 and S1P4 antag -3.
For O=C(NCCCO)Nc1ccc2nc(-c3ccco3)c(-c3ccco3)nc2c1 the results were Mdm2 ligase inh -11, BaF3 parental 7, eIF4E-4G inh 48*, Ba/F3 V617F tox -1, NPY-Y2 PAM-ag 1, Wee1 degr inh -1, PERK inhibitor 0.6, S1P4 ag -0.2 and S1P4 antag -7.
Screening CCOC(=O)/C(C#N)=C\C1=C(N2CCCC2)CC(C)(CC)OC1 (centres undefined) returned BaF3 parental 2, eIF4E-4G inh -2, Ba/F3 V617F tox -5, NPY-Y2 PAM-ag 4, Wee1 degr inh -2, PERK inhibitor -1.7, S1P4 ag -0.9 and S1P4 antag -8.
Screening Cc1ccc(CN2CCN(/N=C/c3cc(Br)cc(Br)c3O)CC2)c(C)c1 returned Mdm2 ligase inh -12, BaF3 parental 4, eIF4E-4G inh -1, Ba/F3 V617F tox -7, NPY-Y2 PAM-ag 6, Wee1 degr inh 0, PERK inhibitor 1.7, S1P4 ag 2.1 and S1P4 antag -28.
Screening CCC1(C)CC2(CCCN(CCC(=O)c3ccccc3)C2)CCO1 (centres undefined) returned Mdm2 ligase inh 3, BaF3 parental 9, eIF4E-4G inh 0, Ba/F3 V617F tox 0, NPY-Y2 PAM-ag -3, Wee1 degr inh 2, PERK inhibitor 0.2, S1P4 ag 2.5 and S1P4 antag 2.
CC(=O)NCCn1c(SCC(=O)NCCC(C)C)nc2ccccc2c1=O was read as Mdm2 ligase inh -7, BaF3 parental 7, eIF4E-4G inh 0, Ba/F3 V617F tox 3, NPY-Y2 PAM-ag 3, Wee1 degr inh -1, PERK inhibitor -0.5, S1P4 ag -0.5 and S1P4 antag -2.
`COc1cccc(NC(=S)NCCc2ccccn2)c1` gave Mdm2 ligase inh -8, BaF3 parental 2, eIF4E-4G inh -5, Ba/F3 V617F tox -2, NPY-Y2 PAM-ag -3, Wee1 degr inh 0, PERK inhibitor 1.3, S1P4 ag 0.0 and S1P4 antag 2.
`COc1ccc(Nc2nccc3c2nnn3C)cc1` gave Mdm2 ligase inh -23, BaF3 parental 4, eIF4E-4G inh -4, Ba/F3 V617F tox 3, NPY-Y2 PAM-ag -15, Wee1 degr inh 0, PERK inhibitor 0.1, S1P4 ag -0.7 and S1P4 antag -15.
Screening COc1cccc(C2C(C(=O)c3ccc(C)o3)=C(O)C(=O)N2CCCN(C)C)c1 (centres undefined) returned BaF3 parental 3, Ba/F3 V617F tox -1, NPY-Y2 PAM-ag 19, Wee1 degr inh -1, PERK inhibitor 1.8, S1P4 ag 0.5 and S1P4 antag -27.
CC1CCN(c2c(NCC3CCC(C(=O)NCCc4ccc(Cl)cc4)CC3)c(=O)c2=O)CC1 (centres undefined) was read as Mdm2 ligase inh -10, BaF3 parental 1, eIF4E-4G inh -2, Ba/F3 V617F tox 0, NPY-Y2 PAM-ag 10, Wee1 degr inh -3, PERK inhibitor -0.7, S1P4 ag -0.2 and S1P4 antag 7.
`CCc1nn2c(N)c(/C=C3\C=Nc4ccccc43)c(=O)nc2s1` gave Mdm2 ligase inh -13&-3, BaF3 parental -5&6, eIF4E-4G inh 3&0, Ba/F3 V617F tox 0&3, NPY-Y2 PAM-ag -12&-9, Wee1 degr inh -3&-2, PERK inhibitor 0.7&1.1, S1P4 ag 0.1&-0.3 and S1P4 antag -5&-4.
Screening COc1ccc(-c2c(-c3ccc(O)cc3O)n[nH]c2C)cc1OC returned Mdm2 ligase inh -20, BaF3 parental 7, eIF4E-4G inh -5, Ba/F3 V617F tox 0, NPY-Y2 PAM-ag 8, Wee1 degr inh 4, PERK inhibitor 0.2, S1P4 ag 2.7 and S1P4 antag -2.
N#CC(Sc1ccccn1)c1ccc(Cl)cc1Cl (centres undefined) was read as Mdm2 ligase inh 13, BaF3 parental 40*, eIF4E-4G inh 1, Ba/F3 V617F tox 28*, NPY-Y2 PAM-ag -13, Wee1 degr inh 2, PERK inhibitor 0.2, S1P4 ag 0.4 and S1P4 antag 4.
CCn1c(SCC(=O)Nc2cc(C)on2)nc2c(c1=O)SC(C)C2 (centres undefined) was read as Mdm2 ligase inh -17, BaF3 parental 2, eIF4E-4G inh -8, Ba/F3 V617F tox 0, NPY-Y2 PAM-ag -6, Wee1 degr inh 0, PERK inhibitor -1.0, S1P4 ag 1.0 and S1P4 antag -18.
CNC(=S)Nc1ccc(N2CCN(c3ccc(C(F)(F)F)cn3)CC2)nc1 was read as Mdm2 ligase inh -9, BaF3 parental 1, eIF4E-4G inh 0, Ba/F3 V617F tox -1, NPY-Y2 PAM-ag 2, Wee1 degr inh -2, PERK inhibitor 0.3, S1P4 ag 0.7 and S1P4 antag 6.
`CCOC(=O)c1ccccc1NC(=O)Cn1c(=O)n(Cc2ccccc2)c(=O)c2c(C)c(C)sc21` gave Mdm2 ligase inh -2, BaF3 parental 2, eIF4E-4G inh -6, Ba/F3 V617F tox 1, NPY-Y2 PAM-ag -2, Wee1 degr inh 1, PERK inhibitor 0.4, S1P4 ag 1.9 and S1P4 antag -5.
For CCOc1ccc(C(N)=O)cc1OC the results were Mdm2 ligase inh -5, BaF3 parental -1, eIF4E-4G inh -6, Ba/F3 V617F tox -2, NPY-Y2 PAM-ag -6, Wee1 degr inh -1, PERK inhibitor 0.7, S1P4 ag -3.3 and S1P4 antag -20.
Cc1cc2occ(CC(=O)OCC(=O)Nc3sc4c(c3C#N)CCC(C)C4)c2cc1C (centres undefined) was read as Mdm2 ligase inh -1, BaF3 parental -1, eIF4E-4G inh 2[fluorescence artefact?], Ba/F3 V617F tox -3, NPY-Y2 PAM-ag 6, Wee1 degr inh -2, PERK inhibitor 0.3, S1P4 ag 1.5 and S1P4 antag -23.
For c1nnc(NC2=NCCCCC2)s1 the results were Mdm2 ligase inh -10, BaF3 parental 5, eIF4E-4G inh -2, Ba/F3 V617F tox 0, NPY-Y2 PAM-ag -6, Wee1 degr inh 7, PERK inhibitor 0.1, S1P4 ag 2.0 and S1P4 antag -6.
CCOC(=O)c1cc(-c2ccccc2)sc1NC(=O)CN1C(=O)NC(CC)(c2ccc(F)cc2)C1=O (centres undefined) was read as Mdm2 ligase inh 6, BaF3 parental 6, eIF4E-4G inh -21, Ba/F3 V617F tox 2, NPY-Y2 PAM-ag -4, Wee1 degr inh -3, PERK inhibitor 0.2, S1P4 ag -2.4 and S1P4 antag 4.
For Cc1ccc(C)c(SCC(=O)OCC(=O)c2ccco2)c1 the results were Mdm2 ligase inh -9, BaF3 parental 1, eIF4E-4G inh 0, Ba/F3 V617F tox -1, NPY-Y2 PAM-ag 5, Wee1 degr inh -1, PERK inhibitor 0.3, S1P4 ag 0.4 and S1P4 antag 6.
CC(C)Oc1ncnc2c1[nH]c1ccccc12 was read as Mdm2 ligase inh -28, BaF3 parental 36*, eIF4E-4G inh 6, Ba/F3 V617F tox 0, NPY-Y2 PAM-ag 13, Wee1 degr inh -2, PERK inhibitor 0.4, S1P4 ag 2.3 and S1P4 antag -19.
Screening Cc1ccc(NC(=O)CCn2cccc2)cc1 returned Mdm2 ligase inh 6, BaF3 parental 5, eIF4E-4G inh 5, Ba/F3 V617F tox -3, NPY-Y2 PAM-ag -10, Wee1 degr inh 0, PERK inhibitor 1.0, S1P4 ag -0.5 and S1P4 antag -2.
`Cc1cccc(NC(=O)c2ccc([N+](=O)[O-])o2)c1C` gave Mdm2 ligase inh -6, BaF3 parental -8, eIF4E-4G inh -6, Ba/F3 V617F tox 5, NPY-Y2 PAM-ag -8, Wee1 degr inh 0, PERK inhibitor 0.1, S1P4 ag -0.9 and S1P4 antag 27.
CCOC(=O)CC1=C(C(=O)OCC)C(c2cc(OC)c(OC)cc2OC)C(C#N)=C(N)O1 (centres undefined) was read as Mdm2 ligase inh -21, BaF3 parental 2, eIF4E-4G inh 3, Ba/F3 V617F tox -4, NPY-Y2 PAM-ag 7, Wee1 degr inh -2, PERK inhibitor 0.5, S1P4 ag -0.5 and S1P4 antag -13.
For C=CCNC(=O)c1cc(=O)c2ccccc2o1 the results were Mdm2 ligase inh -12, BaF3 parental 6, eIF4E-4G inh -5, Ba/F3 V617F tox 3, NPY-Y2 PAM-ag -1, Wee1 degr inh -1, PERK inhibitor 0.8, S1P4 ag 0.9 and S1P4 antag -6.
Screening O=C(O)C1C2C=CC(O2)C1C(=O)NCc1ccccc1Br (centres undefined) returned Mdm2 ligase inh -1, BaF3 parental 7, eIF4E-4G inh 0, Ba/F3 V617F tox 3, NPY-Y2 PAM-ag -10, Wee1 degr inh -1, PERK inhibitor 0.8, S1P4 ag 1.7 and S1P4 antag 6.
Screening NC(Cc1ccc(OC(F)F)cc1)C(=O)O (centres undefined) returned Mdm2 ligase inh -1, BaF3 parental -1, eIF4E-4G inh -4, Ba/F3 V617F tox -2, NPY-Y2 PAM-ag 9, Wee1 degr inh 0, PERK inhibitor 1.1, S1P4 ag 0.5 and S1P4 antag -15.
For CCOC(=O)c1sc(NC(=O)COC(=O)CNC(=O)c2ccco2)c(C(=O)OCC)c1C the results were Mdm2 ligase inh -13, BaF3 parental 3, eIF4E-4G inh 0, Ba/F3 V617F tox -1, NPY-Y2 PAM-ag -2, Wee1 degr inh 0, PERK inhibitor -0.5, S1P4 ag -0.3 and S1P4 antag -1.
`O=C(CSc1ncnc2sc3c(c12)CCC3)Nc1ccccc1C(=O)O` gave BaF3 parental -8, eIF4E-4G inh 4, Ba/F3 V617F tox -2, NPY-Y2 PAM-ag -20, Wee1 degr inh 2, PERK inhibitor 0.0, S1P4 ag 0.5 and S1P4 antag 12.
Screening COc1ccc(N2CCN(CC(=O)Nc3cccc(S(=O)(=O)N4CCOCC4)c3)CC2)cc1 returned Mdm2 ligase inh -15, BaF3 parental 8, eIF4E-4G inh 2, Ba/F3 V617F tox 3, NPY-Y2 PAM-ag 6, Wee1 degr inh 0, PERK inhibitor 0.1, S1P4 ag 3.1 and S1P4 antag -9.
Screening CC(C)(C)c1ccccc1OCCOCCN1CCCCCC1 returned Mdm2 ligase inh -20, BaF3 parental 2, eIF4E-4G inh 0, Ba/F3 V617F tox 0, NPY-Y2 PAM-ag -11, Wee1 degr inh -1, PERK inhibitor -0.4, S1P4 ag -0.2 and S1P4 antag -5.
Screening CCSc1ncc(CO)c(N)n1 returned Mdm2 ligase inh -12, BaF3 parental 0, eIF4E-4G inh 1, Ba/F3 V617F tox -4, NPY-Y2 PAM-ag 4, Wee1 degr inh 0, PERK inhibitor 1.0, S1P4 ag 0.4 and S1P4 antag 1.
Screening Cn1c(=O)c2c(ncn2Cc2ccc(Cl)c(Cl)c2)n(C)c1=O returned Mdm2 ligase inh -21, BaF3 parental 6, eIF4E-4G inh 7, Ba/F3 V617F tox 4, NPY-Y2 PAM-ag -7, Wee1 degr inh -2, PERK inhibitor -0.7, S1P4 ag -1.2 and S1P4 antag -4.

Screens from PubChem.
